PMI activator: activators of human phosphomannose isomerase; P34949; purified human PMI, coupled resazurin fluorescence, 20 min; hits give high values; 1 = vehicle control, 0 substrate-free wells; activation factor at 20 µM; 190,000 tested, 0.005% active; AID 1214;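 active = activation factor of 2 or more at 20 µM, relative to plate controls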
Target sequence (P34949 whole entry, looked up): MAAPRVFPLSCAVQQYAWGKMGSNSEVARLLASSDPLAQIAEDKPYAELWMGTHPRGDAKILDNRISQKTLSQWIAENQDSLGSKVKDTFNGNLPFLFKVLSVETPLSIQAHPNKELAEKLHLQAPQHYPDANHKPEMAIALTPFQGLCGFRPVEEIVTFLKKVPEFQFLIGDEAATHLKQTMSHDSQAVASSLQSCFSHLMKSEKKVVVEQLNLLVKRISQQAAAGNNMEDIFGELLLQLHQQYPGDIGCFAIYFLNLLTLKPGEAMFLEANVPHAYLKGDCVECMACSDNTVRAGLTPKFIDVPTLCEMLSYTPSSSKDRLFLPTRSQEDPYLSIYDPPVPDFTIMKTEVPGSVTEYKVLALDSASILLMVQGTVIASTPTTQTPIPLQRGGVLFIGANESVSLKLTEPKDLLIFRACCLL
L major viab: reduces viability of Leishmania major promastigotes. inhibition, % at 10 µM. 200,000 tested, 9% active. AID 1063. resazurin fluorescence viability; in the data active = inhibition above about 50%;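 note: promastigotes grown with compound for 44 hours at 28 °C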
Diaph act CS: diaphorase activation or chemical reduction counter-screen; Diaphorase/resazurin coupled assay, resorufin fluorescence, 16 min; hits give high values; 1 = vehicle wells, 0 = NADH-free wells; activation factor at 20 µM; 190,000 tested, 0.005% active;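 active = diaphorase activity raised at least twofold by the compound at 20 µM; inactive = activation factor below 2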
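test system = bacterial diaphorase enzyme (C. kluyveri) | quantity = enzyme 0.07 U/mL final | reagent = NADH substrate 0.114 mM plus resazurin dye 0.1 mM, final | incubation = 16 min enzyme reaction, ambient temperature | buffer or medium = HEPES pH 7.4 buffer with MgCl2 and Tween 20 | signal = fluorescence of resorufin, 544 nm excitation, 590 nm emission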
TNAP inh hi DEA: blocks human TNAP under high phosphate acceptor concentration; purified TNAP, CDP-star luminescence, 1 M DEA; 200,000 tested, 0.03% active; inhibition, % at 20 µM; P05186;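 active = over 50% inhibition of tissue-nonspecific alkaline phosphatase at 20 µM in the single-dose screen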;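 note: plate controls were DMSO wells for no effect and EDTA-quenched wells as full inhibition for full effect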
Target sequence (P05186 whole entry, looked up): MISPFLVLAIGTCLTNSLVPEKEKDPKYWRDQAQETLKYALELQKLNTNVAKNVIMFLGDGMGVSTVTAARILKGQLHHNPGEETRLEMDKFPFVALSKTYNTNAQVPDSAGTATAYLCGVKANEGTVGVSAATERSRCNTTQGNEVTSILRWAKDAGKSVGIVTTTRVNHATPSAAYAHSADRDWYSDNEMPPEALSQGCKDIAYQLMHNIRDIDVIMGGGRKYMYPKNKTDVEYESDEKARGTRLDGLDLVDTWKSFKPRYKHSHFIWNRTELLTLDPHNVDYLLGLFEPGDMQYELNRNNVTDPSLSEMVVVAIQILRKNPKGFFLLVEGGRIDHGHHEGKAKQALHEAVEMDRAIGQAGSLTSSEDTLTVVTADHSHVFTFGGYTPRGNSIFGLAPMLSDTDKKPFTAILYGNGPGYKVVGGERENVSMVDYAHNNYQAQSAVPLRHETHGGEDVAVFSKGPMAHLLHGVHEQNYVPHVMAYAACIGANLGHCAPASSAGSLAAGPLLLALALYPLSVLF
PMI act satM6P: increases human PMI activity with near-saturating mannose 6-phosphate. P34949. coupled PMI enzyme assay, resazurin fluorescence, 20 min; hits give high values; 1 = untreated enzyme, 0 = substrate-free blank. activation factor at 20 µM. 190,000 tested, 0.34% active. AID 1216;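 active = activation factor of 2 or more at 20 µM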
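Test system: human phosphomannose isomerase with PGI, G6PDH, diaphorase coupling enzymes / Doses: 20 µM compound, 1% DMSO / Times: enzyme reaction with compound 20 min at room temperature / Measured by: Diaphorase-driven resazurin-to-resorufin fluorescence, excitation 544, emission 590 nm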
TNAP act hiacc: TNAP (human) activation, high acceptor | purified TNAP, CDP-star luminescence, 1 M DEA, 30 min; hits give high values; 0 = EDTA background, 1 = DMSO-only activity | activation factor at 20 µM | 200,000 tested, under 10 active | AID 1136;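 active = activation factor at least 2 at 20 µM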
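system = human TNAP | amount = enzyme diluted 1/800 final | reagent = 100 µM CDP-star substrate | signal = luminescent substrate turnover signal | dosing = one dose, 20 µM | benchmarks = EDTA negative control, DMSO positive control | measure = activation factor | timing = 30 min reaction, room temperature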
bIAP act: increases bovine intestinal alkaline phosphatase activity; 200,000 tested, 0.17% active; activation factor at 20 µM; purified bovine IAP, CDP-star luminescence, 30 min; hits give high values; fold of DMSO-control signal, blank-subtracted; AID 1016;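 active = activation factor of 2 or more at 20 µM, a signal rise over negative controls twice the positive control's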
TNAP inh noacc: TNAP (human) inhibition, acceptor-free conditions. P05186. purified TNAP, CDP-star luminescence, 30 min. inhibition, % at 20 µM. 200,000 tested, 0.26% active. AID 1012;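 active = tissue-nonspecific alkaline phosphatase inhibition above about 50% at 20 µM in the single-dose screen, limit read from the data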;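 note: 0% = DMSO negative control and 100% = EDTA positive control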
Diaphorase inh: counter-screen for diaphorase-based assays: diaphorase inhibitors and chemical oxidizers; diaphorase resazurin-to-resorufin fluorescence, NADH, 16 min; bacterial (C. kluyveri) enzyme, not human; inhibition, % at 20 µM; 190,000 tested, 0.69% active; AID 1217;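 active = primary screen inhibition at 20 µM above a set limit, cut at about 50% in these data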;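 note: plate controls were DMSO with full reaction for no effect and wells lacking NADH for full effect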
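controls = No-NADH positive control and DMSO neutral control | system = Clostridium kluyveri diaphorase enzyme | timing = reaction incubation of 16 min at room temperature | signal = resorufin fluorescence 544/590 nm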
bIAP inhibitor: intestinal alkaline phosphatase (bovine) inhibition; 190,000 tested, under 10 active; inhibition, % at 20 µM; purified bovine IAP, CDP-star luminescence, 30 min;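 active = over 50% inhibition of intestinal alkaline phosphatase at 20 µM in the single-dose screen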
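test system = bovine IAP enzyme | medium = DEA buffer 100 mM, pH 9.8, with MgCl2 1.0 mM, ZnCl2 0.02 mM | detection = luminescence | dosing = single compound dose of 20 µM, 2% DMSO final | incubation = 30 min reaction at room temperature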
* hit, by the source's call; nt = no result given.

SMILES	PMI activator	L major viab	Diaph act CS	TNAP inh hi DEA	PMI act satM6P	TNAP act hiacc	bIAP act	TNAP inh noacc	Diaphorase inh	bIAP inhibitor
CCOC(=O)COc1ccc2nsnc2c1Cl	0.9	-6	0.9	-1	0.9	1	0.9	-4	6	12
COc1ccc(OC)c(N2C(=O)C(Cl)=C(N3CCOCC3)C2=O)c1	0.9	1	0.7	-6	0.9	1.1	1	-9	30	0
C=CCn1c(Sc2nncn2C)nc2c1c(=O)[nH]c(=O)n2C	1.1	1	1.1	3	1.1	1	1.2	-7	-6	-19
CC1CCN(c2nc3c(c(=O)n(C)c(=O)n3C)n2Cc2ccccc2)CC1	1.2	17	0.9	1	1.3	1	1	-1	10	-1
CCn1c(COc2ccc(C)cc2)nnc1SCC(=O)C(C)(C)C	1	-3	0.9	-4	0.9	1	1.1	-6	12	-10
CC(C)OCCCN1CN(S(=O)(=O)c2cccc(Cl)c2)c2nc3ccccc3nc21	1.2	44	0.9	0	1.4	1	1	-2	13	1
CCC(=O)Nc1nnc(CCc2ccccc2)s1	0.9	7	0.9	3	1	1	0.9	-2	12	8
O=C1OCCC1Sc1nnc(-c2cccs2)n1Cc1ccccc1 (configuration not stated)	1	-4	0.9	-4	1	1	1	4	5	4
O/N=C1\CCCc2ccccc21	1	-5	1	-6	1	1.1	1	-13	5	3
Cc1cc(=O)[nH]c(N/N=C/C2=C(N3CCOCC3)C(=C\c3ccc(Cl)cc3)/CC2)n1	1.5	-3	0.8	9	1.9	0.9	0.8	12	19	20
O=C(Nc1cc(N2CCOCC2)ncn1)NC1(C(F)(F)F)Oc2ccccc2O1	0.6	-3	0.7	8	0.9	0.9	0.9	22	31	11
Cc1ccc(C(=O)NCCCNc2ccc(C(F)(F)F)cc2[N+](=O)[O-])cc1	1	1	1	6	1	0.9	1.2	-18	-1	-17
CCOC(=O)CNC(=O)CCCCCC(=O)NCC(=O)OCC	1	-9	0.8	-8	1	1.1	0.9	-12	17	9
O=C(c1ccccc1Br)N1CCN(c2ccc([N+](=O)[O-])c(N3CCOCC3)c2)CC1	1	19	1	12	0.8	0.9	1	14	3	0
CC(=O)c1cc(C)ccc1OC(=O)c1ccco1	1	-1	1	-3	1	1	0.8	-6	-1	17
Cc1ccc2nc(-c3ccc(NC(=O)COC(=O)c4ccco4)cc3)sc2c1	0.9	-2	0.9	-5	1	1	0.5	-17	10	47
CCOc1ccc2[nH]c(=O)c(CN(Cc3cccnc3)C(=O)Nc3ccccc3OC)cc2c1	0.9	25	0.9	-2	0.9	1	0.9	-2	12	13
CCOC(=O)c1ccc(NC(=O)CC2SCCNC2=O)cc1 (configuration not stated)	0.9	-2	0.9	-2	0.9	1	0.9	-7	15	13
CC1CCN(C(=O)c2ccc(NC(=O)C3CCCO3)cc2)CC1 (configuration not stated)	0.9	-4	0.9	1	0.9	1	1	-6	8	0
O=C(NC1=NCCS1)c1cc(-c2ccccc2)nn1-c1ccccc1	0.9	nt	0.8	-6	0.9	1.1	0.9	2	17	10
O=C1CCSc2cccc3cccc(c23)N1	0.9	2	0.8	-1	0.9	1	0.9	-5	21	12
Cn1c(=NC(=O)C2CCCCC2)sc2cc([N+](=O)[O-])ccc21	1.3	-3	1	0	1.1	1	1	-1	2	5
N=c1c(C(=O)NCc2ccccc2)cc2c(=O)n3ccccc3nc2n1Cc1ccco1	1	36	0.3	0	1	1	0.7	-5	68*	28
CCOc1ccc(-n2c(N)c(C(=O)NCc3ccco3)sc2=S)cc1	0.8	30	0.8	0	0.8	1	0.9	-4	17	13
Cc1ccnc(N/C=C(\C#N)c2nc(-c3cccc(Br)c3)cs2)c1	1.2	-1	0.9	0	1.4	1	0.6	0	6	36

The list continues:
SMILES	PMI activator	L major viab	Diaph act CS	TNAP inh hi DEA	PMI act satM6P	TNAP act hiacc	bIAP act	TNAP inh noacc	Diaphorase inh	bIAP inhibitor
FC(F)(F)c1nnc2ccc(Cl)nn12	1	-3	0.9	-2	1	1	1	-4	7	2
CC(C)OC(=O)c1cn(-c2ccccc2)nc1-c1ccc2c(c1)OCCO2	0.8	12	0.8	0	0.9	1	0.9	1	20	8
C=C(C)[C@@H]1CCC2(C(=O)O)CC[C@]3(C)[C@H](CC[C@@H]4[C@@]5(C)CCC(=O)C(C)(C)[C@@H]5CC[C@]43C)[C@@H]12 (some centres not stated)	0.8	-6	0.9	-5	0.8	1	0.9	-6	13	12
CC(=O)Nc1cccc(/C(C)=N/NC(N)=S)c1	1.1	-4	0.9	0	1.1	1	1	7	6	-4
CN(C)CCCOC(=O)c1ccc(Cl)cc1	0.9	0	0.9	-4	0.9	1	1.1	-7	8	-7
O=C(c1ccc(Cl)cc1[N+](=O)[O-])N1CCc2ccccc2C1	1	-5	1	-1	1.1	1	0.9	-5	5	6
CCOc1ccc(N2C(=O)Nc3ccccc3C2(O)C(=O)NCc2ccc3c(c2)OCO3)cc1 (configuration not stated)	0.9	-10	0.9	-1	0.9	1	1	-3	8	2
Cc1ccc(-n2nc3cc(C)c(N)cc3n2)cc1	0.2	16	0.2	1	0.4	1	0.9	-5	76*	14
OCC1CCCCN1C(=S)Nc1ccc(Cl)cc1Cl (configuration not stated)	1	-8	1	0	1.1	1	1	-2	0	5
CCOC(=O)/C(C#N)=C(\N)C(C)C(=O)Nc1ccccn1 (configuration not stated)	1	7	0.8	-5	0.9	1.1	1	-15	18	4
Cc1cccc(NC(=S)NC2CCCCC2)n1	0.8	23	0.8	-8	0.9	1.1	0.9	-10	20	10
O=c1[nH]ncn1-c1ccc(Br)cc1	1	-6	0.9	-8	1.1	1.1	0.9	-11	10	9
CCOC(=O)COc1cnc2ccccc2n1	1	-9	1	-4	1	1	0.9	-14	4	7
Cc1cccc(N(C(=O)CCC(=O)Nc2nccs2)C(C(=O)NC(C)(C)C)c2ccc(O)cc2)c1 (configuration not stated)	0.9	-5	0.8	-3	0.9	1	1.3	-2	18	-30
COc1ccc(C(=O)NCCC2=CCCCC2)cc1	0.9	10	0.8	-6	0.9	1.1	1	-8	19	2
O=C(CS(=O)(=O)Cc1ccccc1)N1CCN(Cc2ccc3c(c2)OCO3)CC1	0.9	69*	1	0	1	1	1	11	2	4
O=C(c1ccco1)N1CCN(c2nc3ccccc3c(=O)n2-c2ccccc2)CC1	0.9	49	1	-4	1	1	1.1	-2	1	-6
CC(Oc1ccccc1Cl)C(=O)N(Cc1ccco1)C1CCS(=O)(=O)C1 (configuration not stated)	1.1	-6	1	-6	1.1	1.1	1	9	0	-2
COc1cc(C(=O)Nc2sc(C(=O)N3CCOCC3)c(C)c2C#N)cc(OC)c1OC	1	-5	0.9	-2	1	1	0.9	-10	6	9
CS(=O)(=O)N1CCCC(C(=O)c2cccc(Cl)c2)C1 (configuration not stated)	0.9	-5	0.9	-4	0.9	1	1.2	-3	10	-22
O=C(NCc1ccco1)NCC(F)(F)F	0.9	1	0.9	-5	1	1.1	0.9	-5	6	11
COc1ccc(N2C(=O)CC(N(Cc3ccco3)C(=O)CCC(=O)O)C2=O)cc1 (configuration not stated)	1	-4	1.1	-6	1	1.1	0.9	-10	-6	10
CCOC(=O)N1CCN(Cc2ccccc2Cl)CC1	1	-5	0.9	-1	1	1	0.9	-16	10	9
CCOC(=O)C(=O)NNc1ccc(C)cc1	1.4	3	0.9	0	2*	1	0.9	-9	11	11
O=C(COC(=O)/C=C/c1ccc(F)cc1)Nc1ccccc1-c1ccccc1	0.8	-7	0.8	2	0.9	1	1	-6	16	0

Carrying on:
SMILES	PMI activator	L major viab	Diaph act CS	TNAP inh hi DEA	PMI act satM6P	TNAP act hiacc	bIAP act	TNAP inh noacc	Diaphorase inh	bIAP inhibitor
CCCCCCCCNc1nc(Cl)nc(NCc2ccco2)n1	0.9	1	0.9	0	0.9	1	0.9	-10	7	6
CCOc1ccc(N(CC(=O)Nc2ccc(C)c(C)c2)S(=O)(=O)c2c(C)noc2C)cc1	0.9	25	0.7	-2	0.8	1	0.9	-26	26	8
CN(C(=O)CSc1nc2cc(Cl)ccc2c(=O)n1Cc1ccco1)C1CCS(=O)(=O)C1 (configuration not stated)	1	14	0.9	-2	0.9	1	1	-3	8	-1
CCc1c(C)c(C#N)c2nc3ccccc3n2c1NCc1ccco1	1.1	44	0.9	-3	1.1	1	1	-30	6	-4
Cc1nn(CC(=O)c2cccc(Cl)c2)c(C)c1[N+](=O)[O-]	1.1	-3	0.9	-6	1	1.1	1	-20	7	0
Cc1ccccc1NC(=O)Cn1nnc(S(=O)(=O)c2ccc(C(C)(C)C)cc2)c1N	0.9	-8	0.9	-7	1	1.1	0.9	-23	10	9
CC(C)Oc1cccc(C(=O)C2CCCN(C(=O)c3csnn3)C2)c1 (configuration not stated)	nt	-5	nt	-1	nt	1	1	-3	nt	-5
COc1ccc(OC)c(NC(=O)CSc2nnc(N)s2)c1	0.8	4	1	-6	0.9	1.1	1	-14	5	2
